Source: PubChem BioAssay (University of Kansas High Throughput Screening Laboratory)
mHTT-CaM PPI inh – mHTT-calmodulin interaction abrogation; AlphaScreen His-mHTT/GST-CaM binding, luminescence; inhibition, % at 15 µM; actives 3.6% (n = 190,000); AID 1671202;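 note: 0% = both proteins with DMSO and 100% = one protein alone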
Pf apPOL inh – Pf-apPOL DNA polymerase inhibition | Recombinant Pf-apPOL, molecular beacon fluorescence, 1.5 h | inhibition, % at 10 µM | actives 0.25% (n = 210,000) | AID 1794808
Starred values were filed as active, the others as inactive; i = inactive; . = no result given; & = joins results of further samples. Cut-off read from the data, not from the text of the source: active = inhibition above about 50%; inactive = the rest. The list is partial. The share of hits here may be higher or lower than overall.

Under each structure: mHTT-CaM PPI inh	Pf apPOL inh
CCN(CC)S(=O)(=O)c1ccc(C(=O)Nc2nc3c(s2)COc2ccccc2-3)cc1
 : 23	0
N#Cc1ccc(C(=O)NC2CCN(c3ccc(F)cc3)C2=O)cc1 (configuration not stated)
 : 1	-1
COc1ccc(NC(=O)c2cc(OC)c(OC)c(OC)c2Br)cc1Cl
 : -2	-4
COc1ccc(OCCNC(=O)c2c(C)noc2-c2c(F)cccc2Cl)cc1
 : .	-9
COc1ccc(OC)c(NC(=O)N2CCCC(C)(C(=O)NCc3ccc(F)cc3)C2)c1 (configuration not stated)
 : 21	7
CCOC(=O)C[C@H]1c2cc(F)ccc2S(=O)(=O)N1Cc1ccc(OC)cc1
 : -6	-1
O=C(Nc1c2c(nn1-c1cccc(Cl)c1)CSC2)c1ccccc1F
 : 9	-4
Cc1[nH]c2ccc([N+](=O)[O-])cc2c1-c1ccccc1
 : 23	-16
COc1ccc(CCC(=O)N2CCC(c3nc(C4CC4)n[nH]3)CC2)cc1
 : 2	-3
COc1ccc(N2C(=O)CSC2c2ccc(F)cc2)c(OC)c1 (configuration not stated)
 : -3	-6

Reprinted at random: six compounds from above, in no set order.
Under each structure: mHTT-CaM PPI inh	Pf apPOL inh
COc1ccc(CCC(=O)N2CCC(c3nc(C4CC4)n[nH]3)CC2)cc1
 : 2	-3
N#Cc1ccc(C(=O)NC2CCN(c3ccc(F)cc3)C2=O)cc1 (configuration not stated)
 : 1	-1
COc1ccc(OCCNC(=O)c2c(C)noc2-c2c(F)cccc2Cl)cc1
 : .	-9
CCN(CC)S(=O)(=O)c1ccc(C(=O)Nc2nc3c(s2)COc2ccccc2-3)cc1
 : 23	0
COc1ccc(OC)c(NC(=O)N2CCCC(C)(C(=O)NCc3ccc(F)cc3)C2)c1 (configuration not stated)
 : 21	7
Cc1[nH]c2ccc([N+](=O)[O-])cc2c1-c1ccccc1
 : 23	-16

Copied from above, three compounds:
Under each structure: mHTT-CaM PPI inh	Pf apPOL inh
CCN(CC)S(=O)(=O)c1ccc(C(=O)Nc2nc3c(s2)COc2ccccc2-3)cc1
 : 23	0
N#Cc1ccc(C(=O)NC2CCN(c3ccc(F)cc3)C2=O)cc1 (configuration not stated)
 : 1	-1
COc1ccc(NC(=O)c2cc(OC)c(OC)c(OC)c2Br)cc1Cl
 : -2	-4

(further entries)
Under each structure: mHTT-CaM PPI inh	Pf apPOL inh
O=C(NCc1ccc(Cl)c(Cl)c1)c1ccc([N+](=O)[O-])cc1Cl
 : 6	0
Cc1ccc(NC(=O)CN2CCC(c3nc(-c4ccc(F)cc4)no3)CC2)c(F)c1
 : -3	-2
CN(C)CCN(C)Cc1ccc(O)c([N+](=O)[O-])c1
 : 4	0
O=C(Nc1ccc(F)cc1)C1CCCN(C(=O)c2ccc(F)c(F)c2)C1 (configuration not stated)
 : 29	-11
O=C(NCc1ccccc1F)c1cc2nc(-c3ccco3)cc(C(F)(F)Cl)n2n1
 : 5	-5
O=C(Nc1ccc(Cl)cc1[N+](=O)[O-])c1ccc(Cl)cc1
 : 10	0
CSCCC(C(=O)O)N1C(=O)C(=Cc2ccc(O)cc2)SC1=S (configuration not stated)
 : 21	-7
Cc1ccc(C)c(C(=O)N2CCC(c3nc(CCNC(=O)C4CC4)cs3)CC2)c1
 : 16	3
Cc1ccccc1-n1nc(-c2ccc(N)cc2)cc1N
 : 35	-1
O=C(c1ccccc1[N+](=O)[O-])N1CCN(S(=O)(=O)c2ccc(Cl)cc2)CC1
 : 6	11
O=C(O/N=C1\CCSc2ccccc21)c1ccc(F)cc1
 : i	-10
CC1=C(C(=O)NCCCN2CCN(c3cc(C)ccc3C)CC2)C2(CCCCC2)OC1=O
 : 12	0
Cc1cccc(NC(=O)c2cccc(N)c2)c1C
 : 0	12
CC1CN(C(=O)CCCOc2ccccc2)CC(C)O1 (configuration not stated)
 : -7	2
O=C(NCCN1CCN(C(=O)c2cc(-c3ccco3)on2)CC1)c1ccsc1
 : -9	13
CN1CCN(C(=O)C(c2ccccc2)c2ccccc2)CC1
 : 10	-13
COc1cc(OC)c(NC(=O)Cn2c(-c3ccc(C)cc3)ncc(C#N)c2=O)cc1Cl
 : -2	-5
COc1ccc(CN2CC(C(=O)NCCC(C)C)CC2=O)cc1 (configuration not stated)
 : -4	2
O=C(Nc1c2c(nn1-c1ccc(F)cc1)CSC2)c1cccs1
 : 51*	-10
CC12CC(NC(=O)N1c1cccc(C(F)(F)F)c1)c1ccccc1O2 (configuration not stated)
 : -6	-9
CSc1ccc(CCNC(=O)CCCN2C(=O)CCn3nc(C)cc32)cc1
 : 1	-3
COc1ccc(C)cc1NC(=O)c1nc(C2CCC2)oc1C
 : -14	-6
CC(C)CCNC(=O)C1(C)CCC(=O)N1CCCc1ccccc1 (configuration not stated)
 : 0	-4
Cc1cc(NC(=O)c2c(O)c3cccnc3n(-c3cccc(F)c3)c2=O)ccc1F
 : -8	-1
CCCCNC(=O)CCS(=O)(=O)Cc1ccccc1Cl
 : 1	-7
COCCNC(=O)C1(C)CCC(=O)N1CCc1cccs1 (configuration not stated)
 : -5	-1
CC(CC(=O)Nc1ccccc1C(N)=O)c1ccccc1 (configuration not stated)
 : -2	-40
Cc1cnc(N2CCN(c3ccccc3)CC2)nc1
 : 0	-1
CC(=O)c1ccc(NC(=O)COc2ccc([N+](=O)[O-])cc2)cc1
 : 0	-8
Cc1nc(C)c(-c2nnc(NC(=O)c3ccc(F)cc3F)o2)s1
 : 28	-6
O=C(CN1C(=O)C(c2ccccc2)=NC12CCCCC2)Nc1ccc(F)cc1
 : 37	-6
Cc1ccc(Nc2ccc(NS(=O)(=O)c3ccc4c(c3)OCCO4)cc2)nn1
 : -3	-8
COCCN1C(=O)Cc2ccccc2C1C(=O)N1CCC(Cc2ccccc2)CC1 (configuration not stated)
 : 23	-4
CCOC(=O)c1ccc(-c2c(-c3cc(OC)c(OC)c(OC)c3)noc2C)cc1F
 : -5	-2
O=C(Cn1cnc2c(oc3ccccc32)c1=O)Nc1cc(F)ccc1F
 : -1	-3
O=c1cc(CN2CCC3(CC2)OCCO3)c2cc(O)ccc2o1
 : -2	-7
CCc1ccc(C2=CC(c3ccc(OC)c(OC)c3OC)n3ncnc3N2)cc1 (configuration not stated)
 : 35	-3
COc1ccc(C)cc1NC(=O)CN1CCC(c2nc(-c3ccc(C)cc3)no2)CC1
 : -2	-2
O=C1CC(c2cccs2)CC2=C1C(c1ccc(Cl)cc1Cl)Nc1ccccc1N2 (configuration not stated)
 : -2	3
Cc1ccccc1-n1nc2c(c1NC(=O)c1cc(Cl)ccc1[N+](=O)[O-])CSC2
 : 39	-98
O=C(CSc1oc(-c2ccco2)nc1S(=O)(=O)c1ccccc1)NC1CCCCC1
 : -2	-1
CS(=O)(=O)NCC1CCC(C(=O)NC23CC4CC(CC(C4)C2)C3)CC1 (configuration not stated)
 : 13	0
O=C(NC1CC(O)C(CO)C1)c1ccco1 (configuration not stated)
 : -1	-8
CCOC(=O)CC[C@@H]1CC[C@]2(CCCN(S(=O)(=O)C3CCCCC3)C2)O1
 : -1	-8
O=C(c1ccc(OCC2CCCN(C(=O)C3(c4ccccc4)CC3)C2)cc1)N1CCOCC1 (configuration not stated)
 : 6	1
O=S(=O)(c1ccccc1)N1CCCC1c1nc(-c2ccccc2)n[nH]1 (configuration not stated)
 : -4	-5
CCC(C)NC(=O)c1sc2nc(-c3ccc(OC)cc3)cn2c1C (configuration not stated)
 : 1	-2
CC(C)c1noc(COC2CCCN(C(=O)Cc3cccs3)C2)n1 (configuration not stated)
 : -9	-6
CC1(C)Cc2nc3sc(C(=O)O)c(N)c3cc2CS1
 : 51*	0
CCc1cccc(N2C=C(C#N)S(=O)(=O)c3ccccc32)c1
 : -9	1

More records follow.
Under each structure: mHTT-CaM PPI inh	Pf apPOL inh
O=S1(=O)CCN(CC2COc3ccccc3O2)CC1 (configuration not stated)
 : .	-2&-6
CCn1c(=O)c2ccnn2c2ccc(C(=O)NCc3ccccc3C)cc21
 : -2	-1
CCOC(=O)C1=C(C)NC2=C(C(=O)CC(C)(C)C2)C1c1ccc2c(c1)OCCO2 (configuration not stated)
 : 16	-2
COc1ccc(Br)cc1/C=C1\N=C(c2cc(OC)c(OC)c(OC)c2)OC1=O
 : 8	-2
CC(C)n1c(=O)c(NCc2ccccc2Cl)nc2ccncc21
 : -3	-3
Cc1oc(C(N)=O)nc1-c1ccccc1
 : .	-8
COc1ccc(C2C(C(C)=O)=C(O)C(=O)N2c2cccc(C(=O)O)c2)cc1OC (configuration not stated)
 : -2	0
Cc1cc(C)c(S(=O)(=O)Nc2ccc(Cl)cc2)c(C)c1
 : -10	-7
O=C(Nc1ccccc1Cl)C(Cc1ccccc1)N1C(=O)c2ccccc2C1=O (configuration not stated)
 : -4&-13	-1&-2
CCn1cnnc1C1CCN(CCOc2ccc(F)cc2)CC1
 : -6	1
CCCCOc1ccc(CC(=N)N)cc1Cl
 : 3	-4
CCCN1C(=O)CCc2cc(NC(=O)Cc3ccc(Cl)cc3)ccc21
 : 2	-12
COc1cccc2cc(C(=O)Nc3nc(-c4ccc(Cl)cc4)cs3)c(=O)oc12
 : 2	-1
O=S(=O)(NNc1c(Cl)cncc1Cl)c1ccc2c(c1)OCC2
 : .	-8
COC(=O)C[C@H]1c2cc(F)ccc2S(=O)(=O)N1c1ccc(N(C)C)cc1
 : 8	-3
O=C(Nc1cc(F)ccc1F)C12CC3CC(C1)CC(n1cncn1)(C3)C2
 : 0	-7
CCCCOCC(O)CN1CCCC1 (configuration not stated)
 : -6	.
CCN1CCN(CCCc2ccccc2)CC1
 : -2	-7
COc1cc(NC(=O)c2cnc3ccccc3n2)cc(OC)c1
 : 1	0
O=S(=O)(Nc1cccc(Cl)c1)c1cccc2nsnc12
 : 13	-3
CC(=O)N1CCc2cc(Br)cc(S(=O)(=O)NCCc3ccc(C)cc3)c21
 : 38	-10
O=C(Nc1ccc(-c2nc3ncccc3o2)cc1)c1ccccc1Br
 : 19&-4	-1&4
COc1ccc(/C=C2\N=C(c3ccc(C)c([N+](=O)[O-])c3)OC2=O)cc1OC
 : 11	0
O=C(c1ccc(S(=O)(=O)Cc2ccccc2F)c([N+](=O)[O-])c1)N1CCCC1
 : 4	-8
CN(C)c1ccc(CCNC(=O)Nc2ccccc2Cl)cc1
 : 8	-10
Cn1cc(C(=O)NCc2ccco2)c2[nH]c(=O)n(-c3ccc(Cl)cc3)c(=O)c21
 : 4	-1
COC(=O)C=C(Oc1cccc(C(F)(F)F)c1)C(=O)OC
 : .	-4
O=C1OC(c2ccccc2)=N/C1=C/c1ccccc1Cl
 : 7	-4
CCCCOc1ccc(C2=N/C(=C\c3sccc3C)C(=O)O2)cc1
 : 1	5
O=C(Cn1nc2ncccn2c1=O)Nc1ccccc1C(F)(F)F
 : -4	-10
CN1CCC(O)(c2ccccc2)CC1
 : -8	-5
Cc1ccc(S(=O)(=O)N=Cc2ccccc2O)cc1
 : -2	-5
CN1CCN(NC(=O)C(=O)Nc2ccc(C(F)(F)F)cc2)CC1
 : -4	-4
CC(C)Sc1ccc(CC(=O)NCC2CCN(C(=O)NC(C)(C)C)CC2)cc1
 : 2	-6
COc1ccccc1NC(=O)N1CCC2(CC1)NC(=O)N(CCOc1ccccc1)C2=O
 : -2	-4
O=C(C1CCN(c2nc3ccc(-c4cccc(F)c4)nc3s2)CC1)N1CCCC1
 : 4	0
O=[N+]([O-])c1ccc(O)c(C=Nc2ccc3c(c2)ncn3-c2ccccc2)c1
 : -2	-7
CC1=CCC(C(=O)O)(C(=O)n2nc(C)cc2C)C(c2ccccc2)C1 (configuration not stated)
 : -42	-4
O=C1C(=Cc2ccncc2)Oc2c1ccc(O)c2CN1CCCC1
 : 1	6
O=[N+]([O-])c1ccc(Cl)c(-c2ncnn2-c2ccccc2C(F)(F)F)c1
 : 16	-5
O=C(Nc1cccc([N+](=O)[O-])c1)C1C(c2ccccc2)C1(Cl)Cl (configuration not stated)
 : 25	-52
Nc1ccc(C(=O)O)c2c(C(=O)O)cccc12
 : .	48
COC(=O)c1ccccc1NCc1cc(=O)oc2cc(O)c(O)cc12
 : 37	40
O=C(c1ccc(F)c(F)c1)N1CCC(CCOc2cccc(F)c2)CC1
 : -28	-2
O=C(CCC1CCCC1)Nc1ccc(CC(=O)N2CCOCC2)cc1
 : -1	-14
COc1cccc(-c2nnc(NC(=O)Nc3ccc(Cl)cc3)s2)c1
 : -4	-4
COc1ccc(CNCc2ccc(F)cc2)c(OC)c1
 : -8	-2
CC1(C)C2CCC1(C)C(O)C2C(=O)O (configuration not stated)
 : -2	-5
O=C(CC1CCN(S(=O)(=O)c2ccc(Cl)s2)CC1)NCCN1CCOCC1
 : 3	0
O=C(NC1CCCCC1)c1ccc2c(c1)nnn2Cc1ccccc1
 : -11	-5

Next part
Under each structure: mHTT-CaM PPI inh	Pf apPOL inh
Cn1c(=O)nc2n(-c3ccc([N+](=O)[O-])cc3)c3ccc([N+](=O)[O-])cc3cc-2c1=O
 : 8	0
O=[N+]([O-])c1ccc(Nc2c[nH]c3ccccc23)cc1
 : 89*	1
O=C(CCC1CCCCC1)Nc1nc2c(s1)CCCCC2
 : -5	.
Cc1ccc([N+](=O)[O-])cc1-c1ccc(/C=C(\C#N)c2[nH]nc(N)c2C#N)o1
 : 28	2
COc1ccc(CNC(=O)C2CCN(c3nccnc3Oc3cccc(OC)c3)CC2)cc1
 : -1	-3
O=C(NCCOc1ccc2nnc(-c3ccccc3Cl)n2n1)NC1CCCCC1
 : 13	0
O=C(O)CN(c1ccc(Cl)c(Cl)c1)S(=O)(=O)c1ccccc1
 : 6	4
Cc1ccc(NC(=O)CN2CCC(C(=O)Nc3nc(-c4ccco4)cs3)CC2)c(C)c1
 : 40	0
CC1CCN(CCCNC(=O)C2CC(=O)N(c3ccc(F)c(Cl)c3)C2)CC1 (configuration not stated)
 : -5	-1
Cc1noc(C)c1C(=O)N(C)Cc1ccccc1
 : .	0
O=C(NC12CC3CC(CC(C3)C1)C2)N1CC2Cc3cccc(=O)n3C(C2)C1 (configuration not stated)
 : 0	-13
O=C(CSc1nccn1-c1ccc(F)cc1)N1CCc2ccccc21
 : 11	-1
Cc1nc2nc(CO)[nH]n2c(=O)c1Cc1ccccc1
 : 0	-4
